From PubChem
PME-1 primary: PME-1 (human) inhibition; Q9Y570; AID 2130; actives 0.53% (n = 320,000); inhibition, % at 5.9 µM; recombinant PME-1, FP-Rh probe fluorescence polarization;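 active means inhibition above the campaign mean of all compounds plus 3 SD, cut at about 26% in these data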;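 further: competitive labeling of PME-1 active site by serine hydrolase directed probe; 0% = PME-1 with DMSO and 100% = wells lacking PME-1 enzyme; inhibitors block probe labeling so polarization falls and inhibition rises; many of its hits are not listed in these tables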
Target sequence (Q9Y570 whole entry, looked up): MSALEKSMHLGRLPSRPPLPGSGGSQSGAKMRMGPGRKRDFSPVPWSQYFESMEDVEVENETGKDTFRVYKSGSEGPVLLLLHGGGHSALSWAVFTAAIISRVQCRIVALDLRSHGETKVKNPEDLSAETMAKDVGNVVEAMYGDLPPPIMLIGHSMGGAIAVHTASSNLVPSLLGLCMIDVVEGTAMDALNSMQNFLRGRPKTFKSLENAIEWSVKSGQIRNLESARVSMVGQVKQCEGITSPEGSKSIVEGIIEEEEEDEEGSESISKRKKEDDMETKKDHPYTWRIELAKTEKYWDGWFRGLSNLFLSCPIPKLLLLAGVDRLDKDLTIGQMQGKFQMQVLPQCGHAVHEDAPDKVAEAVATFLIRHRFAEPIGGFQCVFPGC
LYPLA1 inh: blocks human lysophospholipase 1, a PME1 counter-screen; O75608; recombinant LYPLA1, FP-Rh probe fluorescence polarization; inhibition, % at 5.9 µM; actives 0.16% (n = 320,000); AID 2174;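 active means inhibition above the mean of all tested compounds plus 3 SD, set per campaign, cut at about 14% in these data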;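 further: inhibitors block serine hydrolase probe labeling of LYPLA1 so polarization falls; 0% = enzyme with DMSO and 100% = wells lacking LYPLA1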
Target sequence (O75608 whole entry, looked up): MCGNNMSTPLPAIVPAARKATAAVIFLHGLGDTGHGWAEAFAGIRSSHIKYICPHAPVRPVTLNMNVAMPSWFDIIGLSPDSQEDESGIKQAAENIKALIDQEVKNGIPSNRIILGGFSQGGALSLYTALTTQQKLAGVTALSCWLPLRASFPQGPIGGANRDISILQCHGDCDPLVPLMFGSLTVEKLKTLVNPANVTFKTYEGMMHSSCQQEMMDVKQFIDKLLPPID
PAFAH1B2 inh: inhibitors of human PAFAH1B2 | recombinant PAFAH1B2, FP-rhodamine activity probe, fluorescence polarization | inhibition, % at 3.39 µM | actives 1.2% (n = 340,000);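 active means inhibition above the mean of all tested compounds plus 3 SD, cut at about 24% in these data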;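 further: 0% = enzyme with DMSO and 100% = wells lacking PAFAH1B2; many of its hits are not listed in these tables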
GSTO1 inh: GSTO1 inhibition, counter-screen for RBBP9 inhibitors | P78417 | recombinant GSTO1, activity-based probe fluorescence polarization | inhibition, % at 5.96 µM | actives 1.1% (n = 300,000);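 active means inhibition above the campaign mean inhibition plus 3 SD, cut at about 35% in these data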;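 further: 0% = GSTO1-1 with DMSO and 100% = wells lacking GSTO1-1 enzyme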
PAFAH1B3 FP inh: blocks human PAF acetylhydrolase 1B catalytic subunit 3. Q15102. recombinant PAFAH1B3, FP-rhodamine probe, fluorescence polarization. inhibition, % at 3.39 µM. actives 0.28% (n = 340,000). AID 492972;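 active means inhibition above the screen-wide average of all tested compounds plus 3 SD, cut at about 25% in these data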;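 further: 0% = enzyme with DMSO only and 100% = wells lacking PAFAH1B3 protein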
Target sequence (Q15102 whole entry, looked up): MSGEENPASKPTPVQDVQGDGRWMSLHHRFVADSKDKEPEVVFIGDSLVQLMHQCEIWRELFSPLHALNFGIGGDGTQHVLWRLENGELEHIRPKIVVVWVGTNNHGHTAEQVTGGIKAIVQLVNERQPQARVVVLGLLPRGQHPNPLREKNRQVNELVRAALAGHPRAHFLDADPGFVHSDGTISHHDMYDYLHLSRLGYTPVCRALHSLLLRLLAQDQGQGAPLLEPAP
PREPL inh: inhibits the human prolyl oligopeptidase-like enzyme; Q4J6C6; recombinant PREPL, fluorescence polarization activity-based probe; inhibition, % at 5.96 µM; actives 0.68% (n = 320,000); AID 2751; in the data active means inhibition above about 43%;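 further: 0% = enzyme with DMSO and 100% = wells lacking enzyme; many of its hits are not listed in these tables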
LYPLA2 inh: blocks human lysophospholipase 2, a PME1 counter-screen; actives 0.38% (n = 320,000); inhibition, % at 5.9 µM; recombinant LYPLA2, FP-Rh probe fluorescence polarization;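 active means inhibition above the screen-wide mean plus 3 SD, limit set per campaign, cut at about 26% in these data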;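 further: 0% = LYPLA2 with DMSO and 100% = wells lacking LYPLA2 enzyme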
pPAFAH inh: inhibitors of human plasma PAF acetylhydrolase (pPAFAH) | Q13093 | recombinant pPAFAH, FP-rhodamine probe fluorescence polarization | inhibition, % at 3.39 µM | actives 1.5% (n = 330,000);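 active means inhibition above the mean inhibition across the screen plus 3 SD, cut at about 25% in these data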;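 further: inhibitors block binding of the rhodamine activity-based probe so polarization drops; 0% = enzyme with DMSO and 100% = wells lacking pPAFAH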
PAD4 inh: inhibitors of human PAD4 | Q9UM07 | recombinant PAD4, RCA probe fluorescence polarization | inhibition, % at 6.36 µM | actives 0.41% (n = 330,000) | AID 485272;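 active means percent inhibition above a cutoff equal to the mean of all tested compounds plus 3 SD, cut at about 15% in these data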;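 further: 0% = PAD4 with RCA probe and DMSO and 100% = probe without PAD4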
* = called active by the depositor; x = no result given.

Molecule	PME-1 primary	LYPLA1 inh	PAFAH1B2 inh	GSTO1 inh	PAFAH1B3 FP inh	PREPL inh	LYPLA2 inh	pPAFAH inh	PAD4 inh
CSCC[C@H](NC(=O)NCc1ccccc1F)C(=O)O	-6	-1	11	11	5	17	-3	-8	-8
Cc1c(C(=O)/C=C/N(C)C)nnn1-c1ccc(Cl)cc1C#N	-2	-2	6	4	7	-11	-4	-10	2
CC(=O)Nc1cc2nc(C)n(Cc3ccccc3)c2nc1C	4	-3	3	0	-1	2	2	-1	2
C=CCn1c(=O)c2ccccc2n2c(SCc3cc(=O)n4ccsc4n3)nnc12	-3	0	-3	5	8	-3	7	2	1
O=C(CN1C(=O)NC2(CCCCCCC2)C1=O)NCc1ccccc1	x	x	7	x	5	12	x	4	-3
COc1ccccc1CC(NC(C)=O)C(=O)NC1CCN(S(=O)(=O)c2ccc(NC(C)=O)cc2)CC1 (configuration not stated)	-2	0	2	-3	0	0	-1	1	-2
Cc1ccccc1NC(=O)Cn1nnc(-c2ccc(N3CCOCC3)cc2)n1	-4	-4	8	-1	13	9	-4	2	-6
O=C(O)Cn1nc(-c2ccccc2)oc1=O	-5	1	3	0	1	-4	1	5	0
CCc1ccc(/C(C)=N/NC(=O)c2ccc(-n3cnnn3)cc2)cc1	3	-1	-2	x	7	1	0	3	-2
O=C1c2ccccc2C(=O)N1Cc1nc2ccccc2c(=O)n1Cc1ccco1	-7	-1	x	-4	x	3	0	1	-2
COCCNC(=O)C(c1cccs1)N(CCc1ccccc1)C(=O)Cn1nnc2ccccc21 (configuration not stated)	2	-4	6	1	4	-1	-5	2	4
O=C(COC(=O)c1cccc(S(=O)(=O)NCc2ccccc2)c1)c1ccc2c(c1)OCCO2	-19	-16	-1	12	0	-12	-34	13	-2
COC(=O)c1ccc(=O)n(Cc2ccco2)c1	-5	1	1	2	3	9	4	3	-2
COc1ccc(OC)c2c1sc(=NC(=O)c1ccco1)n2C	7	1	-1	2	0	2	-2	5	-5
COc1cc(OC)c(OC)cc1CCC(C)NC(=O)Cc1ccccc1 (configuration not stated)	-6	-8	-1	16	-2	14	0	-2	7
O=[N+]([O-])c1cc(Br)c(O)c(/C=N/Nc2nnnn2-c2cccc3ccccc23)c1	49*	5	18	-35	21	-4	16	34*	-7
COc1ccc(-c2nnn(CC(=O)N(CCO)C(C(=O)NC3CCCC3)c3ccncc3)n2)cc1 (configuration not stated)	-7	1	x	5	x	0	-1	-4	-2
O=c1oc2ccccc2n1CCCOc1ccccc1	1	0	5	3	8	-13	5	5	0
CCc1cccc(CC)c1NC(=O)COC(=O)CCc1cc(OC)c(OC)c(OC)c1	-1	-1	1	5	-3	5	-10	4	0
CC(=O)c1ccc(S(=O)(=O)Nc2cccc(-n3cnnn3)c2)cc1	-5	-1	-5	9	8	12	3	14	1
COc1cc(CCC(=O)OCC(=O)NC2CCCC(C)C2C)cc(OC)c1OC (configuration not stated)	0	-1	-1	-3	6	-7	2	7	-2
NNC(=O)c1ccc(CSc2cccc3cccnc23)cc1	-18	-18	2	-4	3	-12	-31	-7	5
O=C(Cc1ccccc1F)Nc1nc(-c2ccc(F)cc2)cs1	-7	-15	-1	-12	3	-35	-13	-2	-3
CCCCCCC[N+](CC)(CC)CCCCc1ccc(Cl)cc1	-3	2	1	0	12	26	35*	1	-1
COCCN(CC(=O)NCc1ccc(OC)cc1)C(=O)CCC(=O)Nc1nccs1	1	0	2	3	-8	-20	5	5	-2
COc1cccc(/C=N/NC(=O)CC(=O)NCCc2ccccc2)c1OC	0	5	2	-4	4	-2	5	3	-5
CCOC(=O)C1CCCN(C(=O)c2ccc(-c3ccc([N+](=O)[O-])cc3)o2)C1 (configuration not stated)	-3	-3	4	1	8	10	4	3	-4
C[C@H](/C=C/[C@@]1(O)[C@H](C)C[C@H](O)CC1(C)C)O[C@@H]1O[C@H](CO)[C@@H](O)[C@H](O)[C@H]1O	7	5	2	1	-2	4	9	2	2
O=C(CSc1nnnn1C1CCCCC1)N1CCN(C(=O)c2ccco2)CC1	-5	3	9	7	13	8	6	3	-1
CC(C)(C)NS(=O)(=O)c1ccc2c(c1)oc(=O)c1cc(S(=O)(=O)NC(C)(C)C)ccc12	2	0	4	6	2	-4	6	0	6
CC(C)CCNc1nc(N)c([N+](=O)[O-])c(NCCO)n1	-1	-4	1	4	3	8	-5	-2	0
CCCNC(=O)c1ccc2c(c1)ncn2-c1cc(C)cc(C)c1	4	2	1	2	7	-2	5	2	1
CCNC(=S)NNC(=O)c1cc(-c2cc(C)ccc2C)nc2ccccc12	2	-3	2	-9	3	4	6	17	1
CC(C)Nc1nc(-c2cccnc2)nc(-c2ccccc2)c1C#N	8	1	3	-7	5	0	-3	5	-3
OCC[C@H]1C[C@@H](O)[C@H](O)[C@@]2(CCCc3ccccc3O2)O1	0	0	3	10	-4	-5	4	2	3
COc1cc(C=O)ccc1OCc1c(C)noc1C	5	3	8	-3	9	4	4	0	3
CC(C(=O)N=c1sc2ccccc2n1C)N1C(=O)C2CC=CCC2C1=O (configuration not stated)	0	-1	0	12	4	-1	0	5	0
COc1ccc(S(=O)(=O)Nc2cc(C)on2)cc1NC(C)=O	2	2	-4	x	9	2	5	2	3
CCC1(C)CC(C(CC(=O)O)c2ccc(C)cc2)CCO1 (configuration not stated)	-4	-1	4	6	6	-4	0	4	-6
O=C1C(=O)N(CCCc2ccccc2)c2ccccc21	-2	-2	9	13	1	8	1	27*	-8
Cc1cccc(CSc2nc3nc(C)cc(C)n3n2)c1	-6	-3	2	1	6	-1	1	1	-3
OC(CN1CCN(c2ccccc2)CC1)Cn1c2ccccc2c2ccccc21 (configuration not stated)	-1	-5	4	-7	3	9	1	0	-6
CCOc1ccc(C2C=C(c3ccc(F)cc3)Nc3ncnn32)cc1 (configuration not stated)	-4	-5	4	0	6	-10	2	2	-1
O=C(c1ccccc1)N1CCC(CC2CC(c3cccc(Br)c3)=NO2)(C(=O)NCC2CCCCC2)CC1 (configuration not stated)	-3	-4	1	1	-7	-14	-3	26*	-4
O=C(c1ccco1)N1CCN(C(=S)Nc2cc(F)cc(F)c2)CC1	3	2	0	-3	2	9	33*	5	-2

Pulled one by one from the list above:
Molecule	PME-1 primary	LYPLA1 inh	PAFAH1B2 inh	GSTO1 inh	PAFAH1B3 FP inh	PREPL inh	LYPLA2 inh	pPAFAH inh	PAD4 inh
CC(=O)c1ccc(S(=O)(=O)Nc2cccc(-n3cnnn3)c2)cc1	-5	-1	-5	9	8	12	3	14	1
OCC[C@H]1C[C@@H](O)[C@H](O)[C@@]2(CCCc3ccccc3O2)O1	0	0	3	10	-4	-5	4	2	3

Going on with the list:
Molecule	PME-1 primary	LYPLA1 inh	PAFAH1B2 inh	GSTO1 inh	PAFAH1B3 FP inh	PREPL inh	LYPLA2 inh	pPAFAH inh	PAD4 inh
COC(=O)[C@H](C)NC(=O)NCc1ccc(S(N)(=O)=O)cc1	-3	-4	5	-1	-4	-4	-3	3	-2
O=C(O)Cn1cc(/C=N/NC(=O)c2cc3cc(Br)ccc3o2)c2ccccc21	6	-1	5	-1	-3	23	-2	21	-2
C=CCn1c(-c2ccccc2)n[nH]c1=S	0	-1	5	-6	6	0	-4	4	-4
C[C@]12CC[C@H](O)CC1=CCC1C2CC[C@@]2(C)C1CC[C@@H]2NC(=O)[C@@H](N)Cc1ccccc1 (some centres not stated)	x	x	0	x	4	-25	x	1	5
C=CCn1cccc(C(=O)Nc2cc(OC)ccc2OC)c1=O	-4	-2	-1	0	12	0	-5	3	-2
COc1ccc(-c2[nH]ncc2N=Nc2cc(C)cc(C)c2)cc1	-1	-9	2	-12	-1	11	-11	-5	-3
N#CC1(NC(=O)Cn2ncc(Cl)c(Cl)c2=O)CCCCC1	-4	-3	-1	8	0	15	8	-7	-1
CC(C)C[C@@H](C(=O)NC1CC1)N1C(=O)N2CCc3c([nH]c4ccccc34)[C@@]2(C)C1=O	2	4	-1	-1	3	13	6	5	2
NS(=O)(=O)c1ccc(CCNCc2cccnc2)cc1	-2	0	3	-4	11	0	0	2	-1
CCN(CC)S(=O)(=O)c1ccc(N2CC(C(=O)NC3(C)CCS(=O)(=O)C3)CC2=O)cc1 (configuration not stated)	7	-1	2	x	4	3	7	2	-2
CN(CC(CC(=O)O)c1ccccc1)S(=O)(=O)c1ccc(Br)cc1 (configuration not stated)	-8	2	13	0	2	7	0	-7	1
CCNC(=S)NNC(=O)c1ccccc1OC(F)F	0	5	3	0	7	10	5	1	-2
N#Cc1ccc(C2=CC(=O)C[C@H](c3ccc4c(c3)OCO4)C2)cc1	14	2	-4	x	7	-18	16	3	1
Cc1ccc(NC(=O)c2cc(-c3cccc(O)c3)on2)cc1C	-42	-38	-3	-16	-14	2	-52	-19	-2
CCOc1ccc2nc(NCCCNS(=O)(=O)c3ccc(F)cc3)c(C#N)cc2c1	11	-1	2	-1	3	-4	-7	17	-11
CSCCC(NC(=O)c1ccco1)C(=O)N1CCCC(C(F)(F)F)C1 (configuration not stated)	13	1	1	x	6	5	1	2	-5
CCN(CC)C(=O)C(C(=O)c1cccc([N+](=O)[O-])c1)n1cc(Cl)ccc1=O (configuration not stated)	-3	5	-1	14	0	-2	9	2	1
COc1cc(NC(=O)COC(=O)CNC(=O)c2cc(C)cc(C)c2)c(C)cc1[N+](=O)[O-]	4	1	9	16	-4	15	-1	7	-5
O=C(Nc1ccncc1)c1ccccc1Cl	-6	1	-5	0	10	10	2	0	6
CC(NC(=O)C1CCN(C(=O)c2cccs2)CC1)c1ccc(S(N)(=O)=O)cc1 (configuration not stated)	-1	-4	-3	x	-7	5	4	1	-3
O=S(=O)(c1ccc(-c2ccccc2)cc1)N1CCOCC1	9	3	0	-7	-6	-32	8	-2	0
CC(C)CN1CCN(Cc2ccc(CN3CCCCC3)s2)CC1CCO (configuration not stated)	2	0	-4	1	3	10	-1	8	-1
Cc1ccc(-n2ncc3c(=O)n(CC(=O)N4CCN(c5ccccc5)CC4)cnc32)cc1	-8	0	4	3	3	18	-6	6	-2
Cc1ccc(S(=O)(=O)N2CCOC2CNC(=O)C(=O)NCc2ccccc2)cc1 (configuration not stated)	-11	-5	3	3	5	1	-6	6	-3
O=C(NCC1CCCO1)NC12CC3CC(CC(C3)C1)C2 (configuration not stated)	5	0	2	2	0	10	-1	6	-1
C/C(=N\Nc1ccc(C(F)(F)F)cc1[N+](=O)[O-])C(C)C	-4	2	-2	8	-3	3	-2	-4	2
CN(CC(=O)NCCCc1ccccc1)Cc1ccc(Br)cc1	0	1	22	0	-1	-19	3	9	0
CCCNC(=O)CSc1nc2ccc(OCC)cc2s1	2	2	-2	-5	1	4	2	2	-2
CCOc1ccc(NC(=O)CC2C(=O)N(c3ccc(OC)cc3)C(=O)N2CCc2cccs2)cc1 (configuration not stated)	-3	-1	0	4	-2	24	2	2	-1
N#Cc1ccccc1Oc1ccccc1C=O	3	2	0	7	12	5	1	0	4
COC(=O)C1=C(N)Oc2cc(C)n(Cc3ccccc3)c(=O)c2C1c1ccccc1 (configuration not stated)	-7	-2	2	-1	0	5	-3	-7	1

A portion of the library, so the mix of outcomes need not match the whole.
